Mm-Cpn inhibitor: M. maripaludis TRiC chaperonin inhibition. Potency, µM (series often up to 76.9 µM), for inactives: at the top dose activity, negative = inhibition, most hits filed as inhibitors. 330,000 tested, 0.031% active. purified Mm-Cpn ATPase, ADP Transcreener TR-FRET; note: potency is the fitted concentration of half-maximal effect; % is set by controls: 0 for no effect and ±100 for the full control effect; nearly all actives have a fitted effect of over 80% in size
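Quantitative HTS used 25 nM Mm-CPN and 10 uM ATP in magnesium/KCl Tris buffer, pH 7.4, with 1 mM DTT. Hydrolysis ran 30 min at 37°C; ADP was read by HTRF.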
EPAC2 antag: antagonists of human EPAC2. AID 720708. Potency, µM (top dose mostly 114 µM), for inactives: at the highest dose activity, negative = inhibition, hits mostly inhibitors. 360,000 tested, 0.18% active. EPAC2 GEF exchange of Rap1B-BODIPY-GDP, fluorescence. Q8WZA2; note: potency is the fitted concentration of half-maximal effect; % is set by controls: 0 for no effect and ±100 for the full control effect; nearly all actives have a fitted effect of over 45% in size; many of its hits are not listed in these tables
Target sequence (Q8WZA2 whole entry, looked up): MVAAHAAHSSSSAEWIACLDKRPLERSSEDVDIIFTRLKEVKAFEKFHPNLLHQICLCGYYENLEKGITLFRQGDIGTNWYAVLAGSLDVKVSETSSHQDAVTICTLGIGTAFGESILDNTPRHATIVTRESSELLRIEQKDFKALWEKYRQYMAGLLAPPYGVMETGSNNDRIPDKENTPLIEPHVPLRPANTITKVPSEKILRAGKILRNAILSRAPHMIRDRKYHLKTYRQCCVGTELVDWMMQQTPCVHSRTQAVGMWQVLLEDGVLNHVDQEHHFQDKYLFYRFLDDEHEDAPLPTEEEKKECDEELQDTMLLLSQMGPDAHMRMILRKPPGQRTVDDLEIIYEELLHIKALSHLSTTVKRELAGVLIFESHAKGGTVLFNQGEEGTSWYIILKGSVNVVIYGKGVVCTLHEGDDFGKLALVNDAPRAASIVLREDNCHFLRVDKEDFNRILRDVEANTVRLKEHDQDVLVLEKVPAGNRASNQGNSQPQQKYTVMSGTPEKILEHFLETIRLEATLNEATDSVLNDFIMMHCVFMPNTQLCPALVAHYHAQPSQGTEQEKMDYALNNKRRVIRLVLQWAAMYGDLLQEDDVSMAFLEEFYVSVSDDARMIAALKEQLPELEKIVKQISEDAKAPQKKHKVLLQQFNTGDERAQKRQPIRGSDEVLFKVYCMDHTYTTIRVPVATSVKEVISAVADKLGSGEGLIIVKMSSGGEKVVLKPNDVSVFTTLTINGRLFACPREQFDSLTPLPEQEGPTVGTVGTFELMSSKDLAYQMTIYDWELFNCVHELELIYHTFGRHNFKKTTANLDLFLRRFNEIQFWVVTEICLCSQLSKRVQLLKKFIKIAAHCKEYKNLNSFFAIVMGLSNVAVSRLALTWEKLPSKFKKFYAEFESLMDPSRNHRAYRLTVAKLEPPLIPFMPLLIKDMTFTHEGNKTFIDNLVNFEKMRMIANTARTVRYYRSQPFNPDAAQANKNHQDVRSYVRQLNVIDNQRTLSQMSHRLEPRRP
Nrf2 activator: activators of Nrf2 (ARE) signaling; 410,000 tested, 0.31% active; AREc32 ARE-luciferase reporter (MCF7-derived line), luminescence, 24 h; Potency, µM (doses to about 46.1 µM), for inactives: top-dose activation, hits mostly activators; AID 624171; note: potency is the fitted concentration of half-maximal effect; % of control where 0% means no effect; nearly all actives have a fitted effect of over 65% in size
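ARE activation measured as luciferase luminescence (Steady-Glo, 30 min RT) in AREc32_Fluc cells after 24 hr compound exposure at 37 deg C, 5% CO2; cells seeded overnight at 1000/well in OPTI-MEM, 5% FBS.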
CCT chaperon mod: modulators of cytosolic chaperonin (CCT/TRiC) activity; purified chaperonin ATPase assay, HTRF ADP detection, 30 min; 360,000 tested, 0.3% active; activity change, % (no concentration beside the values), hits read low; in the data active = activity change below about -30%; note: % is set by controls: 0 for no effect and ±100 for the full control effect
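TRiC (40 or 20 nM final, by batch activity) in 30 mM Tris pH 7.4, 100 mM KCl, 5 mM MgCl2, 1 mM DTT was treated with compound at 76 uM single dose, then 10 uM ATP, 30 min at 37 °C. ADP was read by HTRF Transcreener.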
Akt phos inh: blocks phosphorylation of Akt | activity change, % for hits at 50 µM | AID 651550 | Neuro2A IGF-stimulated pAkt S473 HTRF, 20 min; active compounds read low | 360,000 tested, 0.32% active; in the data active = activity change below about -80%; inconclusive = mostly about -51% to -80%; note: % is set by controls: 0 for no effect and ±100 for the full control effect
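Neuro2A cells (4,500/well, DMEM with 0.5% FBS) were treated with compound at a single 50 µM final concentration, stimulated with 6 nM IGF for 20 min at 37 °C, and lysed. Phospho-Akt Ser473 was read by HTRF as 665/615 ratio ×10^4.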
Nrf2 inh: inhibitors of Nrf2 signaling. A549 ARE-Fluc reporter, luciferase luminescence, 18-24 h. Potency, µM (doses to about 46 µM), for the others: at the highest dose activity change, negative = inhibition, actives largely listed as inhibitors. 360,000 tested, 2.1% active. AID 504444; note: potency is the fitted concentration of half-maximal effect; % is set by controls: 0 for no effect and ±100 for the full control effect; nearly all actives have a fitted effect of over 60% in size
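Cells were seeded and rested 2 h, then exposed to compounds for 18-24 h. CellTiter-Fluor was read first as a viability measure. BugLite was added 15 min before the final luminescent read of ARE-luciferase activity in A549 cells.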
A549 viability: A549 cytotoxicity, counter-screen for Nrf2 inhibitors; A549 ARE-Fluc cells, CellTiter-Fluor viability, 18-24 h; Potency, µM (highest dose often 46 µM), for the others: at the highest dose activity change, negative = cytotoxicity, most hits filed as inhibitors; 390,000 tested, 0.16% active; AID 504648; note: potency is the fitted concentration of half-maximal effect; % is set by controls: 0 for no effect and ±100 for the full control effect
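A549 ARE-Fluc cells in 5% FBS OPTI-MEM, 5000 cells/well, rested 2 h then exposed to compounds in concentration-response for 18-24 h at 37 °C. Viability by CellTiter-Fluor fluorescence (Ex 405/Em 525) after 30 min; luciferase luminescence (BugLite, 15 min, RT) read afterwards.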
TGFb SMAD3 inh: TGF-b pathway inhibition; HepG2 CAGA-GFP TGF-b/SMAD3 reporter, GFP fluorescence, 18 h; TGF-beta stimulated, 500 pg/mL final; Potency, µM (highest dose often 46.1 µM), inactives show at the top dose activity, negative = inhibition, most hits filed as inhibitors; 410,000 tested, 1.2% active; AID 588855; note: potency is the fitted concentration of half-maximal effect; % is set by controls: 0 for no effect and ±100 for the full control effect; nearly all actives have a fitted effect of over 65% in size
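HEPG2 CAGA-GFP cells (1000/well, DMEM with 1% FBS) were pre-incubated 2 h at 37 degrees C, given compound by pin tool, then stimulated with TGF-beta at 500 pg/mL final for 18 h before per-cell GFP fluorescence imaging.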
EPAC2 ag: EPAC2 (human) agonism; Q8WZA2; EPAC2 activation, biochemical qHTS; response scale: 100% = 6.5 mM cAMP response; Potency, µM (titrated, usually from 154 µM), for the others: at the top dose activation, usual class: activators; 360,000 tested, 0.079% active; AID 720711; note: potency is the fitted concentration of half-maximal effect; nearly all actives have a fitted effect of over 50% in size
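In this primary screen, activation is scored as increased exchange of BODIPY-GDP from Rap1B by 100 nM EPAC2, with 50 uM GDP as competitor. Signal is normalized to the 6.5 mM cAMP agonist control.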
An asterisk follows results filed as active; i = inactive; ? = inconclusive; . = no result given; [ ] = remark or other dose. Unless noted, calls come from the whole dose curve; as a rule, active = well fitted curve in the direction sought with a large enough effect; inconclusive = small, poorly fitted or top-dose-only effect, or another doubt; inactive = no such curve, though single readings can be large; an effect the other way counts as inactive or inconclusive. Some of the compounds tested, so the mix of outcomes need not match the whole.

SMILES | Mm-Cpn inhibitor | EPAC2 antag | Nrf2 activator | CCT chaperon mod | Akt phos inh | Nrf2 inh | A549 viability | TGFb SMAD3 inh | EPAC2 ag
O=C(Oc1ccc(N2C(=O)CCC2=O)cc1)c1ccccc1Cl | -1% | 2% | -2.1% | 1.4 | i | ? | -5% | 0% | -3%
Cc1cccc(OCc2nnc(SCC(=O)NCCc3ccccc3)o2)c1 | 1% | 4% | -0.7% | -0.2 | . | 3% | 1% | 0% | 6%
Cc1ccc(S(=O)c2snnc2C)cc1 (stereo not given) | 0% | 2% | 21% | 1.6 | i | -25% | -10% | 8% | 4%
COc1ccc(NC(=O)CCCc2nnc3n(C(C)C)c(=O)c4sccc4n23)cc1Cl | . | . | 3.5% | . | . | 1% | -2% | -26% | .
c1ccc(CCCNc2ncnc3nc[nH]c23)cc1 | 0% | 2% | -0.4% | -1.8 | i | 14% | -1% | ? | -3%
CN1C(=O)/C(=C/c2ccc(O)c([N+](=O)[O-])c2)NC1=S | -10% | -11% | 2.3% | 0.0 | i | -11% | -15% | -1% | -8%
C=C(C)Cn1c(SCC(=O)Nc2cccc(Cl)c2)nc2sc3c(c2c1=O)CCCC3 | . | . | 2.4% | . | . | ? | 5% | 9% | .
COc1ccc(S(=O)(=O)N2CCC(C(=O)N[C@@H](C)C(=O)NC3CCCC3)CC2)cc1 | 2% | 13% | -0.5% | -3.6 | i | 1% | -3% | 1% | -8%
Cc1cc(S(=O)(=O)Nc2cccc([N+](=O)[O-])c2)c(C)s1 | 3% | -6% | 0.2% | -1.7 | i | ? | 0% | -7% | 13%
COc1ccc(-c2cc(-c3ccccc3)nc(SCC(=O)Nc3ccccc3F)c2C#N)cc1 | . | . | 0.0% | . | . | 42% | 5% | -2% | .
CC1CCCCC1NC(=O)C1CCN(S(=O)(=O)N2CCCCCC2)CC1 (stereo not given) | 1% | 15% | -0.5% | 2.5 | i | 0% | 0% | -4% | 1%
Cc1cccc(Nc2nc(-c3ccc(O)c(O)c3)cs2)n1 | 0% | 3% | 5.9%[9.22 µM] | -3.3 | i | 2% | -7% | ? | 12%
CC(=O)c1ccc(NS(=O)(=O)c2ccc3c(c2)NC(=O)CCS3)cc1 | . | . | 0.3% | . | . | ? | -17% | -8% | .
CCOC(=O)COn1c(-n2nc(C)cc2C)nc2ccccc2c1=O | 0% | 9% | 0.3% | -1.2 | i | 13% | 3% | -1% | 18%
CN1CCN(C(=O)C2CCN(S(=O)(=O)c3ccc4c(c3)oc(=O)n4C)CC2)CC1 | -1% | 5% | -0.7% | 1.4 | i | 2% | 1% | 9% | 9%

Six entries from above in a different format:
SMILES	Mm-Cpn inhibitor	EPAC2 antag	Nrf2 activator	CCT chaperon mod	Akt phos inh	Nrf2 inh	A549 viability	TGFb SMAD3 inh	EPAC2 ag
O=C(Oc1ccc(N2C(=O)CCC2=O)cc1)c1ccccc1Cl	-1%	2%	-2.1%	1.4	i	?	-5%	0%	-3%
CN1C(=O)/C(=C/c2ccc(O)c([N+](=O)[O-])c2)NC1=S	-10%	-11%	2.3%	0.0	i	-11%	-15%	-1%	-8%
C=C(C)Cn1c(SCC(=O)Nc2cccc(Cl)c2)nc2sc3c(c2c1=O)CCCC3	.	.	2.4%	.	.	?	5%	9%	.
COc1ccc(S(=O)(=O)N2CCC(C(=O)N[C@@H](C)C(=O)NC3CCCC3)CC2)cc1	2%	13%	-0.5%	-3.6	i	1%	-3%	1%	-8%
Cc1cc(S(=O)(=O)Nc2cccc([N+](=O)[O-])c2)c(C)s1	3%	-6%	0.2%	-1.7	i	?	0%	-7%	13%
COc1ccc(-c2cc(-c3ccccc3)nc(SCC(=O)Nc3ccccc3F)c2C#N)cc1	.	.	0.0%	.	.	42%	5%	-2%	.

The results go on:
SMILES | Mm-Cpn inhibitor | EPAC2 antag | Nrf2 activator | CCT chaperon mod | Akt phos inh | Nrf2 inh | A549 viability | TGFb SMAD3 inh | EPAC2 ag
Cc1cc(C(=O)CCC(=O)Nc2ccc(C(N)=O)cc2)c(C)s1 | . | -7% | -1.6% | -1.9 | i | . | . | 0% | 5%
O=C(NCC(c1ccco1)N1CCc2ccccc2C1)c1cccc(F)c1 (stereo not given) | 1% | -3% | -0.4% | 0.6 | i | ? | -3% | -14% | 5%
CCn1c(CC(=O)Nc2ccc(C)c(Cl)c2)nnc1SCC(=O)Nc1nc(C)cs1 | 0% | 0% | -1.2% | -2.0 | i | 6% | -12%[1.84 µM] | -6% | 8%
CC(Oc1ccc(Br)cc1)C(=O)N1CCC(C(N)=O)CC1 (stereo not given) | 0% | 0% | 1.0% | 2.1 | i | -6% | 4% | 8% | 5%
Cc1ccccc1OCCC(=O)OCC(=O)NCCNC(=O)COC(=O)CCOc1ccccc1C | 0% | -28% | -0.2% | 0.3 | i | -8% | 0% | 6% | -2%
N#CNC(=Nc1ccc(Cl)cc1)Oc1ccccc1 | -1% | -5% | 5.1% | -1.5 | i | 8% | 1% | -10% | 4%
O=C(C(=O)N1CCOCC1)c1cn(CC(=O)N2CCCCC2)c2ccccc12 | -3% | 4% | 0.0% | -3.7 | i | -19% | -12% | -6% | 11%
c1ccc(OCCCCn2cnc3ccccc32)cc1 | 2% | -1% | 0.2% | -2.4 | i | 23µM* | -17% | ? | 10%
CCOC(=O)C(NC(C)=O)C(O)c1ccc([N+](=O)[O-])cc1 (stereo not given) | 3%[15.4 µM] | 1% | 0.3%[9.22 µM] | 2.5 | i | 10% | -5% | 2% | 0%
CCc1ccccc1NC(=O)CNC(=O)c1ccccc1OCc1c(C)noc1C | 0% | -1% | -0.7% | -1.0 | i | 11% | 8% | -7% | 10%
O=C(/C=C/c1ccccc1Cl)NC1CCS(=O)(=O)C1 (stereo not given) | 3% | -8% | 0.4% | -3.4 | i | -17% | -12% | -7% | 11%
COc1cc(/C=N/NC(=O)Nc2cccc3nsnc23)cc(OC)c1OC | 1% | -2% | -0.1% | 1.8 | i | ? | -9% | 11% | -9%
CN1C2CCC1CC(NC(=O)CSc1ccc(Cl)cc1)C2 (stereo not given) | -1% | 2% | 0.6% | -1.9 | i | 6% | 15% | -6% | 9%
Cc1onc(-c2ccncc2)c1C(=O)O | -4% | 9% | 0.0% | 1.8 | i | -8% | -1% | -29% | 5%
COc1ccccc1-c1cn[nH]c1-c1ccc(OCc2ccc(F)cc2)cc1O | 0% | -15% | 0.4% | 2.3 | i | -21% | 3% | ? | 2%
CC1CC(C)CN(S(=O)(=O)c2ccc(C(=O)Nc3nnc(-c4cccs4)o3)cc2)C1 (stereo not given) | 2% | 8% | -0.6% | -0.4 | i | 5µM* | ? | -8% | -19%
CCOc1ccccc1Nc1nc(N)nc(CSc2nncn2C)n1 | 0% | -2% | 2.4% | -1.4 | i | ? | 1% | 14% | 0%
Cc1cc(Cl)ccc1NC(=O)CCN1C(=O)NC(C)(C)C1=O | -1% | 3% | 0.0% | -1.6 | i | -17% | 0% | -2% | 7%
CCOc1cc(C(=O)OCc2cc(=O)n3nc(C4CC4)sc3n2)cc(OCC)c1OCC | . | . | ? | . | . | -4% | 18% | -7% | .
CCN(CC)C(=O)C1CCN(S(=O)(=O)c2ccc3c(c2)CCCN3C(=O)C2CCC2)CC1 | 2% | 6% | -0.5% | 0.5 | i | ? | -5% | -8% | -3%
CCOC(=O)c1ccc(N(CC2CO2)S(=O)(=O)c2ccc(C)cc2)cc1 (stereo not given) | . | 14% | 5.8% | -2.0 | i | 2% | -4% | -2% | 14%
COc1ccc(/C(N)=N/OC(=O)Oc2ccccc2)cc1 | -1% | 6% | -0.6% | 0.9 | i | 9% | 0% | -5% | 4%
CCOC1=C2[C@H](c3ccccc3Cl)N(S(=O)(=O)c3ccc(C)cc3)C[C@H]2C(C#N)(C#N)C(C#N)(C#N)C1 | . | 3% | 6.3% | 0.6 | i | . | . | ? | -5%
CCOC(=O)c1nccnc1C(=O)Nc1ccc(C(F)(F)F)cc1 | 0% | -14% | -0.3% | 0.6 | i | 2% | 11% | 3% | 1%
Cc1noc(C)c1NC(=O)Nc1ccc2c(c1)C(=O)N([C@H](C)CO)C[C@H](C)[C@@H](CN(C)C(=O)Nc1ccc(C(F)(F)F)cc1)O2 | 2% | -11% | 0.5% | -2.2 | i | -5% | 7% | -5% | 5%
Cc1ccc(OCC(=O)Nc2ccc(F)cc2)cc1 | 0% | -3% | -0.5% | -3.0 | i | -7% | -4% | 7% | 10%
N#CC1(C#N)CC(C=O)=C(N)C1(C#N)CC(=O)c1ccc(F)cc1 (stereo not given) | -3% | 25% | 7.0% | -0.3 | i | 12% | -2% | 35%[activator] | -6%
CCOC(=O)c1c(/N=C/N(C)C)sc2c1CCC2 | -2% | -1% | -0.1% | 1.3 | i | 0% | -4% | ? | -7%
c1ccc(C2=NC(c3ccccc3)N=C(c3ccccc3)N2)cc1 | -2% | -3% | 2.4% | -1.8 | i | -4% | -12% | 4% | 15%
O=C(CO/N=C/c1ccccc1O)N1CCc2ccccc21 | 1% | 3% | -0.4% | -2.3 | i | 4% | 10% | -4% | 2%
C/C(=N\NC(=S)NCCc1ccccc1)c1cccc(Br)c1 | -1% | -13% | 2.9% | -0.6 | i | ? | -7% | -30% | 18%
Nc1c(C(=O)O)nnn1Cc1ccccc1 | 2% | -5%[57.1 µM] | -0.1% | -2.3 | i | 12% | 2% | 0% | 11%
Cc1ccc(N/C=C2\CCCCC2=O)nc1 | 0% | 0% | 3.1% | -0.4 | i | 5% | 0% | -2% | 4%
